PrPC TRFRET – inhibitors of human cell surface prion protein PrPC. 370,000 tested, 0.43% active. TR-FRET read-out. inhibition, % at 13.8 µM; in the data active means inhibition above about 24%; further: 0% = median of the test wells and 100% = reference compound wells
DUSP3 inh – inhibitors of human VHR1 phosphatase (DUSP3) | P51452 | recombinant VHR phosphatase, pNPP absorbance | inhibition, % at 13.3 µM | 290,000 tested, 0.52% active | AID 1654; in the data active means inhibition above about 50%; further: some compounds called inactive have numbers as strong as hits
Target sequence (P51452 whole entry, looked up): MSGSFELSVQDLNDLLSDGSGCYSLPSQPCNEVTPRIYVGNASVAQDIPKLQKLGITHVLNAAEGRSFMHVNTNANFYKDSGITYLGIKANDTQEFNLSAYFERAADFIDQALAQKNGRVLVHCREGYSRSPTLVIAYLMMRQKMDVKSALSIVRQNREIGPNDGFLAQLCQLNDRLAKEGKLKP
SSB-PriA inh – blocks PriA binding to SSB C-terminal tail. AlphaScreen SSBct-PriA binding, biotinylated peptide. inhibition, % at 33 µM. 430,000 tested, 0.6% active. AID 1272365; in the data active means inhibition mostly above about 37%, no sharp cut-off; inactive means mostly below about 20%;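 further: plate controls were negative control peptide for no effect and reference peptide for full effect; strong numbers were not always called active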
Vc quorum ag – induces V. cholerae light production without autoinducers; AID 588436; activation, % at 18.7 µM; 350,000 tested, 0.16% active; V. cholerae BH1578 lux reporter, luminescence, 6 h; in the data active means activation mostly above about 9.7%, no sharp cut-off; further: not every result past the cut was called active; inactives centre near 0; reference of the scale not given here
Rv3671c protease – Rv3671c (M. tuberculosis) protease inhibition | inhibition, % at 5.96 µM | 320,000 tested, 0.048% active | AID 2606; in the data active means inhibition above about 38%;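 further: extracellular domain of Rv3671c used as enzyme; 0% = enzyme with DMSO and 100% = no enzyme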
Target sequence (P9WHR9 whole entry, looked up, the tested form may be a part): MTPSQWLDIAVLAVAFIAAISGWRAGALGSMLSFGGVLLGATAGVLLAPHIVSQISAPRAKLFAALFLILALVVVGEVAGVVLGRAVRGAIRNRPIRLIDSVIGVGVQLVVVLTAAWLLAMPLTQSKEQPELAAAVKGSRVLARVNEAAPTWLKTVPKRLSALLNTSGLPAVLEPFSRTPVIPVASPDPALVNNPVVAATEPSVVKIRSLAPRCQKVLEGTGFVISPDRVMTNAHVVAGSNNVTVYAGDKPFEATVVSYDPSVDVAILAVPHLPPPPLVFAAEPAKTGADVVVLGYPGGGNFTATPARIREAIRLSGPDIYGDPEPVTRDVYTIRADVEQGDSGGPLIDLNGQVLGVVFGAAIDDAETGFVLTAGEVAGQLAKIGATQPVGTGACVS
MazEF act – increases E. coli MazEF RNase cleavage of RNA. P0AE70. FAM/BHQ RNA-DNA oligo cleavage fluorescence, 5 h. activation, % at 20 µM. 350,000 tested, 0.32% active; in the data active means activation above about 50%
Target sequence (P0AE70 whole entry, looked up): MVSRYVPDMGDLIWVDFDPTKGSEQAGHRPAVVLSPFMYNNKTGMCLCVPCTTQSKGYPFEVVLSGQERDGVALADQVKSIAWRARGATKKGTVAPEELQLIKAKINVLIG
CCHF vOTU inh – CCHFV vOTU protease inhibition; Pep-AMC fluorescence; inhibition, % at 11.5 µM; 370,000 tested, 0.55% active; in the data active means inhibition above about 30%; further: 0% = vehicle wells with enzyme and 100% = no enzyme wells
Yp Topo-I inh – blocks Yersinia pestis topoisomerase I activity; 360,000 tested, 0.064% active; Y. pestis Topo-I cleavage product accumulation, plate reader; activity, % at 10 µM; in the data active means activity above about 50%, passing the limit was not always enough; further: inactives centre near 2
SARS 3CLpro inh – SARS-CoV 3CLpro protease inhibition. P0C6X7. recombinant SARS-CoV 3CLpro, quenched FRET peptide cleavage. inhibition, % at 6 µM. 290,000 tested, 0.14% active; in the data active means inhibition above about 12%
TcdB inh – inhibitors of Clostridioides difficile toxin B glycohydrolase. P18177. TcdB glycohydrolase enzymatic assay, plate reader. inhibition, % at 9.99 µM. 350,000 tested, 0.24% active. AID 652162; in the data active means inhibition above about 10%
* hit, by the source's call; i = inactive; . = not tested or not shown; & = joins results of further samples. Some of the compounds tested; the hit share may differ from the screen's.

SMILES	PrPC TRFRET	DUSP3 inh	SSB-PriA inh	Vc quorum ag	Rv3671c protease	MazEF act	CCHF vOTU inh	Yp Topo-I inh	SARS 3CLpro inh	TcdB inh
CSCCC(NC(=O)c1ccccc1Br)C(=O)NCc1ccc(F)cc1 (configuration not stated)	-2	-16	1	i	-7	10	2	2	4	0.5
Cc1ccc(C(=O)NCC(=O)OCc2nnc(-c3ccc([N+](=O)[O-])cc3)o2)cc1	-47	.	.	-0.3	.	0	-5	-4	.	0.9
Cc1cc(-c2ccccc2)[nH]c(=O)c1C#N	7	32	-4	-1.0	-1	0	-13	8	-3	2.6
O=C(CCn1nnc2ccccc21)Nc1nnc(Cc2ccc(F)cc2)s1	-6	15	-14	-0.4	1	21	14	3	2	.
CC1CC(C)CN(CCCNC(=O)CCNC(=O)Cn2ccc3ccccc3c2=O)C1 (configuration not stated)	1	6	-5	-0.3	-16	5	-2	0	-1	.
COCCCNC(=O)c1ccc2c(=O)n(C3CCCC3)c(=S)[nH]c2c1	-2	5	-7	6.6	0	-8	0	4	0	.
O=C(C1CCCCN1S(=O)(=O)c1ccccc1[N+](=O)[O-])N1CCCCC1 (configuration not stated)	-4	20	.	-0.6	2	-22	5	-1	-9	0.7
CNCCc1nc(N)n[nH]1	10	44	-32	-6.2	5	5	7	5	1	.
COc1cccc(C(=O)N2CCN(C(=O)C3CCCO3)CC2)c1 (configuration not stated)	7	.	6	-0.7	-5	3	4	6	.	-0.2
NC(=O)c1ccc(Nc2ccc([N+](=O)[O-])cc2[N+](=O)[O-])cc1	-61	12	-7	i	-3	-20	6	-12	0	-1.4
Cc1cccc(S(=O)(=O)Nc2ccc(C)c3c2OC(C)(C)C3)c1	6	18	-19	.	-3	-6	12	16	2	.
O=C(NCC1CCCO1)C(C(=O)c1ccc(F)cc1)n1ccccc1=O (configuration not stated)	-1	8	-23	-4.2	-1	-4	8	-9	-1	.
O=C(OCC1CCC=CO1)C1CCC=CO1 (configuration not stated)	-8	.	2	i	.	7	-19	18	.	-1.0
Cc1cccc(CSC(=N)N)c1	0	22	-8	-0.4	4	4	-15	-1	1	-1.0
Cc1ccc(C(=O)c2ccc([N+](=O)[O-])cc2)cc1C	-6	7	-1	i	7	-2	10	3	4	0.2
CCOc1ccc(NC(=O)CSc2ncn[nH]2)c([N+](=O)[O-])c1	-27	5	3	-0.4	-5	2	3	-7	0	.
CC(C)COc1ccc(C2(C#N)CC[N+](C)(C)CC2)cc1	1	10	-10	-1.4	0	10	-7	1	-3	.
CCOc1ccc(S(=O)(=O)NCCC(=O)NC(C)CCc2ccccc2)cc1 (configuration not stated)	5	.	-6	-1.4	7	10	-8	13	.	1.7
O=C(NCc1ccccc1Cl)C1CCN(S(=O)(=O)c2ccc(F)cc2)CC1	-2	12	1	0.4	3	6	-1	-2	4	1.6
C=CCN1C(=O)C(C)NC1=S (configuration not stated)	0	33	-1	-1.0	.	7	-9	-2	-2	-0.8
CCC1(C)Cc2nc3[nH]c(=S)n(-c4ccc(C)cc4)c(=O)c3cc2CO1 (configuration not stated)	0	-14	-1	-0.2	-2	-2	-10	8	-2	1.4
CC(C)n1c(NCCO)nc2ccccc21	5	15	-9&6	i	8	9	-2	9	4	1.1
Cc1ccc(CNC(=O)CCCc2ccccc2)cc1	10	37	-10	-0.2	1	7	-15	-4	-2	5.5
CCCCn1c(O)c(C(C)=NCCc2ccccc2)c(=O)[nH]c1=O	7	-13	-26	.	-3	3	7	-2	1	.
COc1ccc2[nH]cc(C(O)CN3CCN(c4ccccc4F)CC3)c2c1 (configuration not stated)	-7	25	16	i	-8	4	-10	-13	-2	1.0
Cc1ccccc1-n1c(SCC(=O)c2c(N)n(C3CC3)c(=O)[nH]c2=O)nnc1N1CCOCC1	5	.	-23	-1.3	-4	4	5	12	.	-0.9
Cc1ccc(S(=O)(=O)N2CCN(C(=S)NCC3CCCO3)CC2)cc1 (configuration not stated)	3	.	-5	1.1	2	3	-9	8	.	1.9
CCCOC(=O)c1ccc(OCC(O)CN2C(=O)NC(C)(C)C2=O)cc1 (configuration not stated)	9	-15	-6	-0.4	-7	11	0	16	0	.
COc1ccc(S(=O)(=O)N2CCCC(C(=O)NCCC3=CCCCC3)C2)cc1 (configuration not stated)	6	-2	1	-0.5	-1	6	-2	24	0	.
Cc1c(NC(=O)C(C)OC(=O)c2sc3ccccc3c2Cl)c(=O)n(-c2ccccc2)n1C (configuration not stated)	14	6	-5	-0.4	7	6	0	23	0	-0.8

Some of the entries so far, with values under each structure:
Below each compound: PrPC TRFRET, DUSP3 inh, SSB-PriA inh, Vc quorum ag, Rv3671c protease, MazEF act, CCHF vOTU inh, Yp Topo-I inh, SARS 3CLpro inh, TcdB inh
COc1ccc(S(=O)(=O)N2CCCC(C(=O)NCCC3=CCCCC3)C2)cc1 (configuration not stated)
  6, -2, 1, -0.5, -1, 6, -2, 24, 0, .
Cc1c(NC(=O)C(C)OC(=O)c2sc3ccccc3c2Cl)c(=O)n(-c2ccccc2)n1C (configuration not stated)
  14, 6, -5, -0.4, 7, 6, 0, 23, 0, -0.8

Full records, looked up by structure. Order of values: PrPC TRFRET | DUSP3 inh | SSB-PriA inh | Vc quorum ag | Rv3671c protease | MazEF act | CCHF vOTU inh | Yp Topo-I inh | SARS 3CLpro inh | TcdB inh
Listed for Cc1ccc(S(=O)(=O)N2CCN(C(=S)NCC3CCCO3)CC2)cc1 (configuration not stated) = 3 | . | -5 | 1.1 | 2 | 3 | -9 | 8 | . | 1.9
Listed for Cc1c(NC(=O)C(C)OC(=O)c2sc3ccccc3c2Cl)c(=O)n(-c2ccccc2)n1C (configuration not stated) = 14 | 6 | -5 | -0.4 | 7 | 6 | 0 | 23 | 0 | -0.8
Listed for CCCOC(=O)c1ccc(OCC(O)CN2C(=O)NC(C)(C)C2=O)cc1 (configuration not stated) = 9 | -15 | -6 | -0.4 | -7 | 11 | 0 | 16 | 0 | .

Next section.
SMILES	PrPC TRFRET	DUSP3 inh	SSB-PriA inh	Vc quorum ag	Rv3671c protease	MazEF act	CCHF vOTU inh	Yp Topo-I inh	SARS 3CLpro inh	TcdB inh
COc1ccc(S(=O)(=O)N2CC3C4C=CC(C4)C3C2)cc1 (configuration not stated)	4	27	-14	i	-5	-1	-16	5	1	.
COC(=O)C1CN(C(=O)C(C)Oc2ccccc2F)c2ccccc2O1 (configuration not stated)	2	-6	-9	i	-7	7	-6	9	-1	0.2
CCC(=O)c1ccc(Oc2nc3c(c(=O)n(C)c(=O)n3C)n2CC)cc1	5	11	-2	i	1	-19	-12	-1	2	1.4
Cc1ccccc1N1C(=O)c2sc3nc4c(c(=O)n3c2C1=O)CCC4	.	8	6	-0.3	-4	0	.	6	-5	.
O=C(CCC1COc2ccccc2O1)NCc1ccco1 (configuration not stated)	0	-1	0	i	0	-5	4	4	2	.
Oc1ccc(/C=N/N(c2ccccc2)c2ccccc2)c(O)c1O	1	-17	.	-0.2	-11	.	25	-21	-1	1.3
Cc1cc(C)cc(C(=O)Nc2cc3c4c(c2)CC(=O)N4CCC3)c1	-1	.	0	-0.3	4	5	3	11	.	1.0
Cc1cn(CCC(=O)Nc2ccc(N3CCOCC3)cc2)c2ccccc12	5	45	-4	i	6	-6	-1	-1	-4	1.1
O=C(OCC#CCSc1nnc(-c2cccc3ccccc23)o1)c1ccc(Cl)cc1	1	.	-27	-0.4	-15	-3	-16	7	.	-0.2
O=C(C[C@H]1C/C=C/CC[C@H](Cc2ccc(F)cc2)C(=O)O[C@H](c2ccccc2)CNC1=O)NCCO	-7	.	-5	i	2	7	-2	17	.	1.1
COn1c(=O)c(=O)n(O)c2ccccc21	-11	12	-24	0.1	5	2	1	1	-2	.
Cn1c(=O)c2cc(NC(=S)NC3CCCCC3)ccc2n1Cc1cccc(C(F)(F)F)c1	4	.	.	-0.4	.	.	-13	23	.	1.5
CCOC(=O)C(Cc1ccnnc1)=NO	7	.	11	-1.7	.	-34	-9	-4	.	0.5
COc1ccccc1NS(=O)(=O)c1cccc(C(=O)N/N=C(\C)c2ccc3c(c2)OCCO3)c1	2	-1	.	i	-1	1	3	12	3	.
Cc1ccc(SCC(=O)O/N=C(\N)c2cccnc2)cc1	.	30	i	-0.3	0	2	.	9	1	.
O=C(N/N=C(\Cc1ncc[nH]1)c1ccccc1)c1ccncc1	12	3	.	i	-3	-14	14	5	7	-2.1
CC(C(=O)Nc1ccc(F)c(F)c1F)N1CCCCCC1 (configuration not stated)	1	-24	-3	i	1	-1	11	-9	-8	-0.4
CN(C)c1ccc(Sc2nnc(NC(=O)Nc3ccc(Cl)cc3Cl)s2)cc1	-2	4	-11	i	2	7	-11	-1	0	.
Cc1sc2ncnc(N3CCC(C(=O)Nc4nc(-c5ccc(F)cc5)cs4)CC3)c2c1C	10	.	-4	-2.9	-5	-43	-1	5	.	-1.2
CCCN(CC(=O)Nc1ccccc1C)C(=O)CCN1C(=O)c2cccc([N+](=O)[O-])c2C1=O	-6	.	-2	i	11	0	4	-4	.	-0.9
COc1ccc(-c2nc(CNS(=O)(=O)c3cc(OC)ccc3OC)cs2)cc1	0	-26	-9	-0.3	-11	11	2	8	0	4.8
O=[N+]([O-])c1ccc(N2CCNCC2)cc1Sc1ccccn1	-14	6	0	0.1	7	2	1	3	3	-0.3
CC12c3ccccc3C(c3ccccc31)C1C(=O)N(c3cccnc3)C(=O)C12 (configuration not stated)	4	21	-1	-0.1	1	0	-7	6	7	-6.6
COc1ccc(/C=C/C(=O)Nc2ccc(C(C)=O)cc2)cc1S(=O)(=O)N1CCOCC1	5	.	.	-0.7	.	-3	-4	0	.	-0.1
O=C(CN1C(=O)C(=O)N(C2CCCC2)C1=O)Nc1ccc(N2CCOCC2)cc1	7	-8	-9	-1.6	5	-1	13	11	-4	-2.3
COc1ccc([N+](=O)[O-])cc1N(CC(=O)N1CCCC1)S(C)(=O)=O	-3	1	-4	-0.9	6	-2	4	0	-3	1.0
COc1ccc(CCC(=O)N2CCc3ccccc32)cc1	1	-4	-13	-0.6	-11	-8	-9	7	0	.
Cc1ccc(C)c(S(=O)(=O)Nc2nc3ccc(S(N)(=O)=O)cc3s2)c1	4	0	-10	0.2	-2	-2	0	4	7	2.2
Cc1ccc(C)c(OCCCCN2CCCCC2)c1	5	17	-14	-0.3	0	4	11	3	-1	0.2
CC(C)C[C@@H](CO)N1CCN(Cc2ccc(O)cc2)CCC1=O	4	9	-2	i	7	4	6	-3	-4	2.0
Cc1ccccc1CSCC(=O)NCc1ccco1	11	27	0	-0.3	-2	1	13	-5	3	-0.5
COc1cc(C(=O)OCCCN2CCOCC2)cc(OC)c1OC	-1	.	.	0.0	.	11	-6	0	.	1.0
O=C(COc1ccccc1[N+](=O)[O-])NCC1(N2CCOCC2)CCCCC1	-10	.	7	-0.3	0	6	22	17	.	0.4
COc1ccc(C(=O)CC(=O)C(=O)Nc2cc([N+](=O)[O-])ccc2OC)cc1	.	4	2	i	-6	4	.	-5	-6	.
CN(C)C(=O)CS(=O)(=O)c1ccc(Cl)cc1	0	20	-8	-0.5	-5	-5	-7	4	-7	-0.4
CCN1CCCC1CNC(=O)c1[nH]c2ccc(OC)cc2c1C (configuration not stated)	-7	13	-6	0.5	3	1	-16	-3	3	0.8
CCn1c(=O)c2sccc2n(CC(=O)NC2CCCC2)c1=O	0	10	-17	-0.2	6	3	-14	-5	-3	0.0
CN1C(=O)Cc2cc(S(=O)(=O)Nc3ccc(N4CCOCC4)cc3)ccc21	-12	35	-1	-0.2	2	8	22	3	-5	0.7
Cc1cccc2cc(C3CC(c4cccs4)=NN3S(C)(=O)=O)c(Cl)nc12 (configuration not stated)	11	-1	2	-0.3	1	2	-6	0	5	0.6
COc1ccc(S(=O)(=O)N(C)C[C@H]2OCCCC[C@@H](C)Oc3ccc(NC(=O)CCC(F)(F)F)cc3C(=O)N([C@H](C)CO)C[C@@H]2C)cc1	0	.	.	-0.5	.	4	15	15	.	-0.4&0.9
Cc1ccc2sc(NC(=O)c3ccc(N4C(=O)CCC4=O)cc3)nc2c1C	-1	-7	-11	-0.3	-14	-6	-8	-6	3	-0.7
CC(C)CN(C(=O)COC(=O)c1ccc([N+](=O)[O-])o1)C1CCS(=O)(=O)C1 (configuration not stated)	-2	-1	-6	i	-15	-1	2	5	-1	-0.6
O=C(Cn1nnc(-c2ccccc2F)n1)Nc1ccc(S(=O)(=O)NC2CCCC2)cc1	13	-25	0	-3.2	-63	-18	9	7	6	.
CC(C)(C)NC(=S)NNC(=O)c1ccccc1Cl	3	37	0	-0.3	-2	-1	7	-1	5	.
